# HTT cytoprotect = cytoprotection in Huntington HTT-Q103 PC12 cell model | PC12 HTT-Q103 induced, cytoprotection, ATP luminescence, 40 h | Potency, µM (series often up to 56.4 µM), for inactives: cytoprotection (ATP increase), most hits filed as activators | AID 1471 | 0.14% of 230,000 active;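 further: % of control where 0% means no effect; nearly all actives have a fitted effect of over 45% in size; toxic huntingtin expression switched on by the ecdysone agonist tebufenozide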
#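 Compounds added alongside 100 nM tebufenozide, which induces toxic Q103 huntingtin exon 1-GFP in stable PC12 cells; surviving cells quantified by luminescent ATP measurement. Medium: phenol red-free DMEM, 5% equine and 5% calf serum.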
# IMPase Li inh = IMPase inhibition in cells with lithium potentiation; CHO-M1 cells, IP1 TR-FRET (IP-One), carbachol + lithium; Potency, µM (series often up to 59.4 µM), inactives show at the top dose activity, negative = IMPase inhibition, most hits filed as inhibitors; 0.35% of 210,000 active;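 further: IP1 builds up when IMPase is blocked and the TR-FRET signal falls; plate controls were basal vehicle for no effect and high inhibitor control for full effect; nearly all actives have a fitted effect of over 50% in size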
#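 Steps: plate 2000 CHO-M1 cells per well and culture 16–30 h; add compound and lithium; incubate 30 min, 37C; add d2-IP1 tracer and Eu cryptate anti-IP1 antibody in lysis buffer; read after 10 min at room temperature.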
# HTT aggregate = inhibitors of mutant huntingtin aggregate formation in PC12 cells. 1.1% of 220,000 active. Potency, µM (doses to about 46.1 µM), inactives show top-dose activity change, negative = inhibition, actives largely listed as inhibitors. PC12 HttQ103-GFP aggregates, Acumen cytometry, 40 h; further: on the % scale 0 is the no-effect control and ±100 the full control effect; nearly all actives have a fitted effect of over 60% in size
#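 PC12 cells stably carrying ecdysone-inducible HTT exon 1 Q103–GFP were induced with tebufenozide (100 nM final) and treated with library compounds in titration. GFP aggregates in lysates were counted by laser scanning cytometry.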
# GAA glycogen mod = GAA glycogen-cleavage inhibition or activation; P10253; recombinant GAA, glycogen substrate, Amplex Red glucose oxidase fluorescence; Potency, µM (highest dose often 76.4 µM), inactives show top-dose activity change, negative = inhibition, actives largely listed as inhibitors; 0.38% of 300,000 active; AID 2100;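 further: 0% = full enzyme reaction and -100% = no-enzyme basal signal; the screen sought inhibitors and activators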
#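 qHTS, 1536-well; enzyme 4 nM final; cpd up to 77 uM; substrate bovine liver glycogen 30 ug; 50 mM citrate/phosphate pH 5.0, 0.01% Tween-20; 37 C, 40 min; Amplex Red detection 45 min RT; Hill fit → AC50.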
# GAA spleen mod = inhibits or activates alpha-glucosidase in human spleen homogenate; P10253; human spleen homogenate, 4-MU-alpha-glucoside fluorescence; Potency, µM (highest dose often 79.9 µM), for the others: at the highest dose activity change, negative = inhibition, hits mostly inhibitors; 0.006% of 240,000 active; AID 2112;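 further: 0% = enzyme with vehicle and -100% = no enzyme basal signal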
#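 AC50 values come from Hill-equation fits of concentration-response data, normalized to no-enzyme and full-activity controls. Enzyme source: 1 ug human spleen homogenate; 1 mM fluorogenic 4-MU glucoside, pH 5.0 citrate buffer, 37 C, 40 min.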
# RGS12 GoLoco inh = blocks human Gai1 binding to RGS12 GoLoco peptide, red readout | P63096 | Potency, µM (doses to about 61.6 µM), for inactives: at the top dose activity, negative = inhibition, actives largely listed as inhibitors | 0.44% of 230,000 active | Gai1:RGS12 GoLoco peptide FP, rhodamine, 10 min; active means well fitted inhibition curve with a large enough effect, not every such curve was filed as active; inactive means no such curve, though single readings can be large or run the other way; further: on the % scale 0 is the no-effect control and ±100 the full control effect; nearly all actives have a fitted effect of over 30% in size; many of its hits are not listed in these tables
# Target sequence (P63096 whole entry, looked up): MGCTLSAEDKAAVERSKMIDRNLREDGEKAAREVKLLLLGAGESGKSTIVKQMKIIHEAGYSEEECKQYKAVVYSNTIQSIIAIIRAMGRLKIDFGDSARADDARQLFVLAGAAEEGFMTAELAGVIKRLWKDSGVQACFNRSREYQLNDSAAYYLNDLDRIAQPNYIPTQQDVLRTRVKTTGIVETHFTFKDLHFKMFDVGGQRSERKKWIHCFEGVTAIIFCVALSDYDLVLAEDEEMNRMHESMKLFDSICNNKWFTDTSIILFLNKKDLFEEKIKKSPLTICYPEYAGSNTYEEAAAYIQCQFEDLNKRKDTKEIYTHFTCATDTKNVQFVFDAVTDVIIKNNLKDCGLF
# GAA inh = blocks human lysosomal alpha-glucosidase. P10253. purified human GAA, 4-MU-alpha-glucoside fluorescence. Potency, µM (titrated, usually from 76.9 µM), without a hit: at the highest dose activity change, negative = inhibition, hits mostly inhibitors. 0.005% of 200,000 active;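 further: plate controls were uninhibited enzyme wells for no effect and no-enzyme background for full effect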
#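 Endpoint fluorogenic read: 20 min room-temperature reaction of 4 nM human alpha-glucosidase with 400 uM 4-methylumbelliferyl-alpha-D-pyranoside, pH 5.0, quenched with 1M NaOH/1M glycine pH 10. AC50 from Hill modeling.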
# * marks the source's active call; other numbers are inactive results; ? = inconclusive; · = not tested or not shown; & = joins results of further samples; [ ] = remark or other dose. Unless noted, the call rests on the fitted dose curve; in most records, active means well fitted curve in the direction sought with a large enough effect; inconclusive means small, poorly fitted or top-dose-only effect, or another doubt; inactive means no such curve, though single readings can be large; an effect the other way counts as inactive or inconclusive. Potency means the concentration at half of the fitted maximal effect. Not all compounds are listed; the hit share may differ from the screen's.
SMILES,HTT cytoprotect,IMPase Li inh,HTT aggregate,GAA glycogen mod,GAA spleen mod,RGS12 GoLoco inh,GAA inh
CCOc1cccc(C2C(C(=O)c3ccc(C)o3)=C(O)C(=O)N2c2nccs2)c1 (centres undefined),-16%,·,9%,0%,1%,·,1%
CC/C=C/C(=O)N1CC2(CC(c3cccc(NC(=O)CC)c3)=NO2)C[C@H]1C(N)=O (some centres undefined),1%[10 µM],·,?,-2%,3%,1%,·
Cc1ccc(S(=O)(=O)C2(C(=O)N3CCN(c4cc(C)ccc4C)CC3)CC2)cc1,-18%,7%,?,-3%,1%,1%,-2%
COC(=O)c1[nH]c2ccccc2c1NC(=O)CN1CCN(c2cccc(OC)c2)C(C)C1 (centres undefined),-19%[0.074 µM],27%[38.3 µM],-25%,-11%,-1%,-13%,-1%
O=C1c2ccccc2C(=O)N1CCCSc1ccccc1,5%[10 µM],-10%,·,·,·,1%[14.2 µM],·
CCCCC(C(=O)NCCC(C)C)N(CCCN1CCOCC1)C(=O)c1snc(C(N)=O)c1N (centres undefined),-18%,6%[38.3 µM],9%[9.22 µM],8%,0%,0%,-4%
CC(C)c1ccc2c(c1)CC[C@@H]1[C@@](C)(CN)CCC[C@]21C,-3%[1.9 µM],-5%,·,·,13%,1%,·
COc1ccc(NC(=S)NCCN2CCC(C)CC2)cc1Cl,-16%,-6%,5%,9%,8%,12%,3%
Cc1ccc(Sc2ncccc2NC(=O)c2ccccc2Cl)cc1,20%[10 µM],·,-4%[9.22 µM],-2%,8%,7%,·
Cc1cc(C(=O)NN=C2CCCCCC2)c(C)o1,0%[10 µM],·,-20%[9.22 µM],-14%,-1%,2%,·
CCOC(=O)c1sc2nc(C)[nH]c(=O)c2c1C,-4%[10 µM],·,-17%[9.22 µM],-1%,-2%,3%,·
CSCCC(NC(C)=O)C(=O)Oc1ccc2c3c(c(=O)oc2c1)CCCC3 (centres undefined),-13%,-9%[38.3 µM],-6%,-1%,?,10%,?
CCOC(=O)c1sc(NC(=O)CSc2nc3c(cc2C#N)CCCCCC3)c(C#N)c1C,-29%,·,-20%,3%,-6%,·,-6%
COc1cc(/C=N/O)c(Br)cc1OCC(=O)Nc1ccccc1C,·,2%,-6%,-4%,-1%,23%,5%
CCCOC(=O)c1cccc(NC(=O)c2cccnc2)c1,-13%,0%[38.3 µM],-8%,-2%,13%,-8%,6%
COc1cc(SC)ccc1C(=O)NCCOc1c(C)cc(C)cc1C,-40%[inhibitor],·,2%,-11%,-9%,·,?
CCN(CC)C(=N)/C(C#N)=N/Nc1ccccc1,20%[10 µM],·,17%[9.22 µM],0%,-8%,1%,·
CC(=O)Oc1ccc(-c2cccc(C(=O)O)c2)cc1,-18%,-26%[38.3 µM],4%,-14%,4%,9%,?
COc1ccc(C(=O)CCNc2cccc(Cl)c2)cc1,16%[10 µM],8%,-27%,18%,-7%,7%,-4%
O=C(NNC(=O)c1ccc(Cl)cc1Cl)c1ccncc1,-8%[10 µM],5%,-20%,-9%,3%,-1%,-4%
CC(C)(C)c1ccc(NC(=O)N2CCCN(c3ccc([N+](=O)[O-])cn3)CC2)cc1,2%[10 µM],·,20%[9.22 µM],-3%,-17%,13%,-6%
O=C(Nc1nc2c(Cl)ccc(Cl)c2s1)c1ccco1,-51%[inhibitor],-14%[38.3 µM],-5%,-9%,4%,5%,1%
Cc1ccc(C)c(N(C(=O)Cn2nnc3ccccc32)C(C(=O)NC(C)(C)C)c2ccsc2)c1 (centres undefined),-23%,13%[38.3 µM],12%,10%,-15%,-16%,-4%
CCOc1ccc(OCC)c(NC(=O)CN(C)S(=O)(=O)c2cccc3nsnc23)c1,-3%,9%[38.3 µM],2%,8%,-11%,7%,-4%
COc1cc(NC(=O)c2onc(C)c2Cl)c(OC)cc1Cl,-10%,8%,-2%,3%,-2%,7%,-2%

# Sorted by length of the SMILES (low to high): some entries from above.
SMILES,HTT cytoprotect,IMPase Li inh,HTT aggregate,GAA glycogen mod,GAA spleen mod,RGS12 GoLoco inh,GAA inh
O=C(NNC(=O)c1ccc(Cl)cc1Cl)c1ccncc1,-8%[10 µM],5%,-20%,-9%,3%,-1%,-4%
Cc1ccc(Sc2ncccc2NC(=O)c2ccccc2Cl)cc1,20%[10 µM],·,-4%[9.22 µM],-2%,8%,7%,·
CCOC(=O)c1sc(NC(=O)CSc2nc3c(cc2C#N)CCCCCC3)c(C#N)c1C,-29%,·,-20%,3%,-6%,·,-6%

# Later entries:
SMILES,HTT cytoprotect,IMPase Li inh,HTT aggregate,GAA glycogen mod,GAA spleen mod,RGS12 GoLoco inh,GAA inh
CC(Sc1ccc(Cl)cc1)C(=O)Nc1ccc(S(=O)(=O)N2CCOCC2)cc1 (centres undefined),-34%,1%[38.3 µM],12%,-5%,-8%,-5%,?
COC(=O)c1ccsc1NC(=O)CSc1nnnn1-c1ccccc1SC,-1%,0%[38.3 µM],-18%,-1%,-15%,69%[activator],-2%
CCCNC(=O)c1noc2c1CCc1ccccc1-2,-16%[10 µM],0%,-13%,1%,-3%,7%,1%
CCOC(=O)/C(C#N)=C/Nc1cc(OC)ccc1OC,26%[10 µM],8%,16%,-8%,2%,9%,?
OC[C@@H]1CCC[C@H](n2cnc3c(=S)nc[nH]c32)O1,-5%[10 µM],-3%,·,·,·,3%[14.2 µM],·
COc1cccc(NS(=O)(=O)c2c(C)n(C)c(=O)n(C)c2=O)c1,5%[10 µM],15%[38.3 µM],-3%,7%,-5%,3%,-11%
O=C(c1cc(S(=O)(=O)N2CCOCC2)ccc1F)N1CCCc2ccccc21,-11%[10 µM],-7%[38.3 µM],-30%,-6%,-8%,3%,4%
CCCCn1c(NC(=S)Nc2ccccc2)nc2ccccc21,?,-13%,-4%,-2%,5%,6%,-2%
O=C(NCCC1=CCCCC1)c1ccc(Cl)c([N+](=O)[O-])c1,-31%[10 µM],-9%,-5%,-6%,3%,-2%,-14%
O=C(Nc1ccc(O)c2c(=O)cc(-c3ccccc3Cl)oc12)c1ccc(Cl)c(Cl)c1,-2%[10 µM],·,5%[9.22 µM],-2%,-11%&-14%,6%,·
CCOc1cnc(C(=O)NNC(=O)C(Br)C(C)C)o1 (centres undefined),-22%,-8%,-4%,1%,-1%,4%,2%
Cc1ccc(NC(=O)CN2CCCCC2)c2c1CC(C)(C)O2,-13%[10 µM],2%,-8%[9.22 µM],8%,-5%,-4%,·
NNCCc1ccccc1,?,-2%&4%&12%&0%,4%,?,3%,5%,-1%[15.4 µM]
CCOc1ccc2[nH]c(C)c(CN3CCOCC3)c(=O)c2c1,19%,2%[38.3 µM],3%[9.22 µM],6%,0%,4%,-7%
COc1ccc2[nH]c3c(N4CCC(O)(c5cccc(C(F)(F)F)c5)CC4)ncnc3c2c1,-78%[inhibitor],14%[38.3 µM],?,-7%,3%,6%,?
Cc1cc(C(=O)Nc2ccccc2C(F)(F)F)no1,-2%,-8%[38.3 µM],?,-6%,-7%,-8%,-2%
COc1cc(OC)c(NC(=S)Nc2cccc(C(C)=O)c2)cc1Cl,-13%,-13%[38.3 µM],-6%,-14%,2%,5%,6%
COc1ccc(C(c2nnnn2CC2CCCO2)N2CCN(c3cccc(C)c3C)CC2)cc1 (centres undefined),-21%[10 µM],13%[38.3 µM],?,-9%,6%,5%,-10%
COc1cc(OC)nc(NC(=O)COC(=O)C2CCCCC2)n1,-13%[0.074 µM],-17%[38.3 µM],8%,6%,-7%,3%,1%
O=C(/C=C/c1ccccc1)NCCSCc1ccccc1,·,10%,4%,-2%,-10%,0%,-5%
CC(C)Oc1cccc(C(=O)O)c1,-13%[0.074 µM],5%[38.3 µM],17%,-7%,-11%,2%,0%
CCC(C(=O)NCCCc1ccccc1)c1ccccc1 (centres undefined),-12%[0.074 µM],6%,8%,8%,0%,13%,0%
COC(=O)c1ccc(CO/N=C2\CCCc3nonc32)cc1,-25%,23%,-13%,2%,·,20%,-11%
COc1ccc(CN(C)C2CCCCC2)c(C)c1C,9%[10 µM],30%[activator][38.3 µM],4%,9%,-3%,-1%,-4%
Cn1c(=O)c2ncn(CC(=O)NCCOCc3ccccc3Cl)c2n(C)c1=O,·,-11%,-18%,12%,0%,3%,3%

# Next part
SMILES,HTT cytoprotect,IMPase Li inh,HTT aggregate,GAA glycogen mod,GAA spleen mod,RGS12 GoLoco inh,GAA inh
S=c1nc[nH]c2c1ncn2C1CCCO1 (centres undefined),-29%[10 µM],·,-14%[9.22 µM],-11%,-1%,-21%,-3%
Cc1noc(/C=C/N(C)C)c1S(=O)(=O)N1CCCC(C(=O)N2CCCCC2)C1 (centres undefined),-11%,36%[activator][38.3 µM],18%,-2%,-5%,2%,?
O=C(Cc1cccc2ccccc12)Nc1ccc2c(c1)C(=O)NC2=O,-7%,13%,22%,10%,3%,-1%,7%
O=C(O)C1C2C=CC(C2)C1C(=O)OC1CC2CCC1C2 (centres undefined),5%,-28%[38.3 µM],27%,5%,-3%,-6%,3%
COc1ccc(CCn2c(N)c(C(=O)NCc3ccco3)c3nc4ccccc4nc32)cc1,·,17%,?,-2%,?,1%,?
Cc1ccc(-c2csc3nc(C)n(-n4c(C)ccc4C)c(=O)c23)o1,-5%,10%[38.3 µM],?,6%,1%,-11%,-4%
Cc1ccc(/C=N/NC(=S)N2CCOCC2)cc1,15%[10 µM],-1%,-14%,?,-17%,4%,-4%
O=c1oc2ccccc2c(NCc2ccccc2F)c1[N+](=O)[O-],10%[10 µM],2%,-6%,-2%,-2%,9%,-1%
O=C(Nc1nnc(C2CCCCC2)s1)c1ccco1,-74%[inhibitor][0.074 µM],0%[38.3 µM],-3%,7%,7%,7%,-8%
COCc1[nH]nc2c1C1(CCSCC1)C(C#N)=C(N)O2,6%[10 µM],0%,4%,-20%,6%,0%,-1%
C=CCNC(=O)CN(c1ccccc1OCC)S(=O)(=O)c1ccc(C)cc1,-8%,26%[38.3 µM],8%,-6%,9%,-3%,-2%
Cc1ccc(Nc2nc(-c3ccc(S(=O)(=O)N4CCCC4)cc3)cs2)cc1C,-18%,-5%[38.3 µM],-1%,-19%,5%,-1%,-2%
Cc1ccc(C(=O)OCC(=O)Nc2sc3c(c2C#N)CCCC3)cc1NC(=O)c1ccco1,-6%,6%[38.3 µM],-4%,7%,-4%,43%[activator],-3%
CCc1ccc(OCC(=O)O/N=C(\N)Cc2ccc([N+](=O)[O-])cc2)cc1,18%[10 µM],13%,?,-3%,-10%,6%,-4%
CC(C)(C)c1ccc(C(=O)N2CCC(=O)N(C(CO)Cc3ccccc3)CC2)cc1 (centres undefined),·,19%,11%,-2%,1%,-6%,5%
O=C(COc1ccc(F)cc1)NN1C(=O)CSC1=S,12%,3%,1%,?,·,36%[activator],0%

# From PubChem BioAssay
